Screens (PubChem BioAssay)
CSM14.1 death rescue = rescue of cells from ER stress-induced death, primary screen, 384-well, CSM14.1, thapsigargin, ATP luminescence (AID 1222) | CSM14.1 thapsigargin-induced death rescue, ATP luminescence; higher % means a stronger effect | cellular ATP content (survival), % at 20 µM, or EC50 in µM where a hit was titrated | 190,000 tested, under 10 active;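 active means EC50 below 50 µM in the dose-response confirmation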;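 further: death triggered by thapsigargin at about 15 µM added after 2 h compound pretreatment; cell ATP read after overnight thapsigargin exposure of roughly 18 to 22 hours; normalized against plate controls of thapsigargin alone and 5% DMSO vehicle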
HEK293 NOD2/NF-kB = NOD2 signaling inhibitors, cell-based, luminescence, uHTS, HEK293 (AID 1566); HEK293 NOD2/NF-kB luciferase reporter, luminescence; higher % means a stronger effect; inhibition, % at 4 µM, or EC50 in µM where a hit was titrated; 290,000 compounds, 0.63% hits; further: many of its hits are not listed in these tables
NTR1 agonist = agonists of NTR1, primary screen, imaging, U2OS cells, beta-arrestin-GFP, high content (AID 493036); NTR1-U2OS beta-arrestin-GFP spot imaging, agonist mode; Neurotensin receptor type 1 (Homo sapiens), P30989; 330,000 compounds, 0.17% hits; activation, % at 20 µM;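 active means activation at or above 40% of the spot to cytoplasm intensity ratio, with at least 20 cells analyzed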;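 further: 0% = DMSO without peptide and 100% = 100 nM NTR1 peptide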
Target sequence (P30989 whole entry, looked up): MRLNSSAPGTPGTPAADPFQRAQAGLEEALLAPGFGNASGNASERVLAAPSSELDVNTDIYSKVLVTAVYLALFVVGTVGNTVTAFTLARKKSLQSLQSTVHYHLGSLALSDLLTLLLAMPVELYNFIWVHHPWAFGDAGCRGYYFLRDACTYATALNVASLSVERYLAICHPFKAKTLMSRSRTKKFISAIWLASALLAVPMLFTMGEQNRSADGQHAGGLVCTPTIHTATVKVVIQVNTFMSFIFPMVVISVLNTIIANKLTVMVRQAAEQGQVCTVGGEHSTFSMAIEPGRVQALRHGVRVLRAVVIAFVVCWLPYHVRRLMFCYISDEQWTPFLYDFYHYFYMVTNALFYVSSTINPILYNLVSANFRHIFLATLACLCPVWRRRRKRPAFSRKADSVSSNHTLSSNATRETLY
GPR55 activation = GPR55 agonists via beta-arrestin recruitment, primary screen, imaging, U2OS cells, beta-arrestin-GFP redistribution (AID 1961); G-protein coupled receptor 55 (Homo sapiens); U2OS GPR55 beta-arrestin-GFP redistribution imaging; higher % means a stronger effect; one-dose activation, % at 10 µM; EC50 in µM for titrated hits; 290,000 compounds, 0.048% hits;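 active means activation above 40% with more than 50 cells counted in the well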;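 further: U2OS osteosarcoma cells stably expressing GPR55 and beta-arrestin-GFP; plate controls were DMSO negative control for no effect and LPI positive control for full effect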
Yfh1-depleted yeast = enhancers of respiration in Yfh1-depleted yeast, dose response, Friedreich's ataxia, plus single-dose screen (AID 1465). S. cerevisiae Yfh1-off respiration, WST-1 reduction, 72 h; higher fold induction means a stronger effect. one-dose fold induction at 50 µM; EC50 in µM for titrated hits. 220,000 compounds, 0.074% hits;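 active means fold induction of absorbance versus untreated yeast above a set limit, then at least 30% activation at any dose in follow-up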;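 further: activators that raise dye reduction in frataxin-depleted yeast; strong numbers were not always called active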
NOD1 inhibition = NOD1 signaling inhibitors, primary screen, cell-based, luminescence, uHTS (AID 1578) | 290,000 compounds, 1% hits | NOD1-driven NF-kB luciferase reporter cells, luminescence; higher % means a stronger effect | inhibition, % at 4 µM, or EC50 in µM where a hit was titrated; in the data active means inhibition mostly above about 36%, no sharp cut-off; inactive means mostly below about 34%;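 further: HEK-293T reporter cells stimulated with the NOD1 agonist gamma-tri-DAP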
KOR beta-arrestin-1 = KOR agonists, beta-arrestin recruitment, primary screen, cell-based, luminescence, uHTS (AID 1777). activation, % at 10 µM; hits with a dose series show EC50 in µM. Kappa-type opioid receptor (Homo sapiens). 280,000 compounds, 0.02% hits. KOR beta-arrestin recruitment, luminescence; higher % means a stronger effect; in the data active means activation above about 50%, passing the limit was not always enough; further: a part of the inactive calls stands beside numbers as strong as those of hits
KOR beta-arrestin-2 = KOR antagonists, beta-arrestin recruitment, cell-based, luminescence, uHTS (AID 1778); inhibition, % at 10 µM; hits with a dose series show IC50 in µM; Kappa-type opioid receptor (Homo sapiens); KOR beta-arrestin recruitment, luminescence, antagonist mode; higher % means a stronger effect; 290,000 compounds, 0.091% hits; further: strong numbers were not always called active
TNAP activators = human TNAP enzyme activators, primary screen, biochemical, luminescent, no phosphate acceptor, uHTS (AID 1001); 200,000 compounds, 0.03% hits; purified TNAP, luminescent activation assay, no phosphate acceptor; higher activation fold means a stronger effect; one-dose activation fold at 20 µM; EC50 in µM for titrated hits; Alkaline phosphatase, tissue-nonspecific isozyme (Homo sapiens); in the data active means activation fold from about 3, or a potency from the dose series; inactive means the rest, 99 in 100 with activation fold below about 1.6; further: many of its hits are not listed in these tables
NTR1 agonist cell count 20 µM = recorded beside NTR1 agonist, whose call it bears; cell count; measured here: cell count, cytotoxicity flag
* = called active by the depositor; i = inactive; . = no result given; [ ] = dose if it differs, or a comment. Unless noted, no stated cut-off is given here; in the data, active means inhibition above about 50%; inactive means the rest. This is a subset. The share of hits here may be higher or lower than overall.

SMILES	CSM14.1 death rescue	HEK293 NOD2/NF-kB	NTR1 agonist	NTR1 agonist cell count 20 µM	GPR55 activation	Yfh1-depleted yeast	NOD1 inhibition	KOR beta-arrestin-1	KOR beta-arrestin-2	TNAP activators
c1cncc(-c2noc(CC3CCCCC3)n2)c1	2.0%	-12.5%	5.7	77	-0.1%	.	-0.7%	6.2%	-24.2%	1
CN(C)c1ccc(N=Cc2nc(-c3ccccc3)oc2OC(=O)c2ccccc2)cc1	-2.6%	-24.3%	1.9	50	0.1%	i	-29.4%	5.0%	-18.2%	1.4
CCC(C(=O)NCCCN1CC(C)CC(C)C1)n1ncn2c(cc3occc32)c1=O (stereo not drawn)	.	8.7%	0.0	60	0.6%	.	-7.1%	4.0%	8.1%	.
COc1ccc(CN2C(=O)C(O)(CC(=O)c3ccc4c(c3)OCO4)c3ccccc32)cc1OC (stereo not drawn)	-1.5%	-25.2%	2.1	66	-0.1%	i	0.9%	-3.5%	-34.2%	1.1
O=C(CS(=O)(=O)Cc1ccccc1)Nc1ncccn1	-0.9%	0.4%	-0.5	63	0.0%	i	-21.0%	-2.6%	12.7%	1
COCCNCCCCOc1ccccc1-c1ccccc1	-3.1%	-13.8%	-1.0	44	-0.4%	i	-28.6%	-1.9%	.	1.1
CCOC(=O)CSc1nnc(CNC(=O)c2ccc(S(=O)(=O)N3CCCC3)cc2)n1C	.	-8.5%	-0.3	55	0.1%	.	30.8%	-3.3%	-48.8%	1.1
COc1ccccc1CNC1CCCc2ccccc21 (stereo not drawn)	.	10.6%	-1.3	45	0.2%	.	32.4%	3.8%	-7.5%	.
CCOc1ccc(CNC(=O)c2ccc3nc(N4CCOCC4)sc3c2)cc1	.	-2.1%	-0.5	55	-0.1%	.	-35.5%	-0.8%	6.0%[20 µM]	.
CCc1cc2c(-c3ccccc3)cc(=O)oc2cc1OC(C)C(C)=O (stereo not drawn)	.	-1.1%	10.1	59	-0.1%	.	-36.1%	-2.5%	-5.6%	.
Cc1cc([N+](=O)[O-])c2c(c1C)C1C=CCC1C(c1ccccn1)N2 (stereo not drawn)	-1.4%	10.5%	-0.1	54	-0.2%	i	-8.3%	-4.5%	15.9%	0.9
COc1ccc(CC(=O)NCC2COc3ccccc3O2)cc1 (stereo not drawn)	-0.5%	-8.8%	-1.1	79	0.5%	i	-22.5%	-5.1%	-2.1%[20 µM]	1

Some of the entries so far, with two lines to a compound.
Each structure is followed by: CSM14.1 death rescue, HEK293 NOD2/NF-kB, NTR1 agonist, NTR1 agonist cell count 20 µM, GPR55 activation, Yfh1-depleted yeast, NOD1 inhibition, KOR beta-arrestin-1, KOR beta-arrestin-2, TNAP activators
CCOC(=O)CSc1nnc(CNC(=O)c2ccc(S(=O)(=O)N3CCCC3)cc2)n1C
  ., -8.5%, -0.3, 55, 0.1%, ., 30.8%, -3.3%, -48.8%, 1.1
CCOc1ccc(CNC(=O)c2ccc3nc(N4CCOCC4)sc3c2)cc1
  ., -2.1%, -0.5, 55, -0.1%, ., -35.5%, -0.8%, 6.0%[20 µM], .
CCc1cc2c(-c3ccccc3)cc(=O)oc2cc1OC(C)C(C)=O (stereo not drawn)
  ., -1.1%, 10.1, 59, -0.1%, ., -36.1%, -2.5%, -5.6%, .
O=C(CS(=O)(=O)Cc1ccccc1)Nc1ncccn1
  -0.9%, 0.4%, -0.5, 63, 0.0%, i, -21.0%, -2.6%, 12.7%, 1
CCC(C(=O)NCCCN1CC(C)CC(C)C1)n1ncn2c(cc3occc32)c1=O (stereo not drawn)
  ., 8.7%, 0.0, 60, 0.6%, ., -7.1%, 4.0%, 8.1%, .

Next section:
SMILES	CSM14.1 death rescue	HEK293 NOD2/NF-kB	NTR1 agonist	NTR1 agonist cell count 20 µM	GPR55 activation	Yfh1-depleted yeast	NOD1 inhibition	KOR beta-arrestin-1	KOR beta-arrestin-2	TNAP activators
N#Cc1nc(-c2ccc(F)cc2)oc1NCCCn1ccnc1	1.4%	7.3%	3.4	58	-0.4%	i	-15.1%	-2.5%	11.1%	1
CCc1c(C)nc(SCC(=O)Nc2ccc3c(c2)OCCO3)[nH]c1=O	1.3%	10.4%	2.1	37	0.3%	i	-38.5%	-1.2%	-13.8%	1.1
Cn1cnnc1SCCNS(=O)(=O)c1ccccc1	2.7%	5.9%	0.2	38	0.0%	i	-1.2%	6.2%	-1.6%	1.1
CC(NC(=O)Cn1nc(-c2ccccc2)ccc1=O)c1ccccc1 (stereo not drawn)	.	5.3%	0.7	58	-0.1%	i	-10.6%	6.0%	-23.1%	.
O=C(NCc1cccnc1)c1ccccc1CCc1ccccc1	2.8%	19.9%	-1.0	67	0.6%	i	-4.6%	0.0%	-22.1%[20 µM]	1.1
COc1ccc(S(=O)(=O)N(C)C)cc1NCC(=O)Nc1cccc(C#N)c1	0.2%	20.8%	0.5	41	0.0%	i	-36.1%	-0.6%	0.8%	1.1
Cc1cccc(N2CCN(c3nc4ccc(Cl)cc4n4cnnc34)CC2)c1C	1.1%	15.5%	14.3	45	0.2%	i	-2.2%	-2.2%	6.1%	1.1
CCN(CCCNC(=O)C1c2ccccc2C(=O)N(CCOC)C1c1ccc(F)cc1)Cc1ccccc1 (stereo not drawn)	-0.2%	-5.5%	-1.1	60	-0.1%	i	-32.5%	0.8%	-18.5%	1.2
CCC1=C(OC(=O)N(CC)CC)N2C(=O)OC(=NCCc3c[nH]c4ccccc34)[C@]2(Cc2ccccc2)[C@H]2C1=CC[C@H]1C(=O)NC(=O)[C@H]12	.	11.6%	12.3	57	0.4%	i	-4.3%	-2.1%	-29.7%	.
CSc1ccc(CCNC(=O)c2nn(C)c3c2CS(=O)(=O)c2ccccc2-3)cc1	.	5.4%	6.2	63	-0.2%	.	-8.0%	5.8%	-38.7%	.
Cc1cc(=O)oc2c(C)c(OCC(=O)N3CC[C@@]4(O)CCCC[C@H]4C3)ccc12	.	-16.4%	21.4	90	1.2%	.	-30.1%	-0.8%	-24.3%[20 µM]	.
CN(C(=O)CCc1nnc(CCCCc2ccccc2)o1)C1CC(C)(C)NC(C)(C)C1	0.8%	4.5%	0.2	56	0.2%	i	-22.4%	.	-27.4%[20 µM]	1.1
CCn1ncc(Br)c1C(=O)NC(C)c1ccccc1 (stereo not drawn)	0.6%	8.3%	-1.5	76	0.8%	i	6.4%	-3.7%	8.4%	1.1
O=C(O)c1cc([N+](=O)[O-])c(Nc2cccc3ccccc23)c([N+](=O)[O-])c1	.	4.1%	0.1	59	-0.1%	.	-23.5%	2.2%	-23.7%[20 µM]	.
O=C(CCCC(=O)c1ccccc1)NCc1ccccc1	.	1.4%	2.6	36	-0.2%	.	-1.9%	-2.9%	-5.2%	.
O=C(C1CCCN(CCCc2ccccc2)C1)N1CCCCC1 (stereo not drawn)	-1.4%	0.2%	-1.3	46	0.1%	i	-30.8%	0.4%	.	1.2
Cc1ccnc(NS(=O)(=O)c2ccc(NC(=O)c3c(-c4ccccc4Cl)noc3C)cc2)n1	-0.7%	13.6%	-0.7	73	-0.3%	i	-10.3%	4.9%	40.5%	1.1
CCN(CC)S(=O)(=O)c1cccc(C(=O)N[C@H](C(=O)Nc2nc3ccccc3s2)C(C)C)c1	-1.2%	-16.5%	-3.1	71	-0.1%	i	6.3%	-3.9%	17.2%	1.1
CCCOc1ccc(N2C(=O)CC(NCCNc3ccc([N+](=O)[O-])cn3)C2=O)cc1 (stereo not drawn)	.	7.2%	-0.1	39	0.0%	i	0.2%	-3.5%	20.8%	.
CCOC(=O)C1=C(Nc2ccccc2)CC(C)(O)C(C(=O)OCC)C1c1ccc(Cl)cc1 (stereo not drawn)	0.0%	25.3%	.	.	0.9%	i	17.9%	-5.2%	24.8%	1.1
CC(=O)c1ccc(NC(=O)Nc2ccc(Cl)cc2)cc1	-2.4%	-93.8%	12.1	41	-0.2%	i	-57.2%	-1.5%	25.3%	1.1
CCOC(=O)C1=C(c2cccc(Oc3ccccc3)c2)NC(=S)NC1C (stereo not drawn)	-3.2%	9.3%	2.3	39	-0.1%	i	35.3%	2.9%	-34.9%	1
COc1cc(CNC(=O)c2cccc(COc3ccc(Cl)cc3)c2)cc(OC)c1	-0.5%	-77.2%	-2.3	53	0.0%	i	-23.4%	0.4%	-8.3%	1.3
CCC(C)NC(=O)C1CCN(S(=O)(=O)c2cc([N+](=O)[O-])ccc2Cl)CC1 (stereo not drawn)	.	15.6%	-1.3	38	-0.2%	i	1.1%	-2.7%	18.1%	.
O=C(CSc1oc(-c2ccco2)nc1S(=O)(=O)c1ccc(Cl)cc1)NCC1CCCO1 (stereo not drawn)	2.0%	-11.7%	0.2	38	-0.1%	i	0.0%	-1.2%	-36.5%	1.1
CCOc1ccccc1NC(=S)N(Cc1cc2ccc(C)cc2[nH]c1=O)CC1CCCN1CC (stereo not drawn)	-2.3%	-11.4%	1.6	56	-0.1%	i	-26.2%	-0.5%	31.9%	1.5
CCOC(=O)C1=C(C)C(c2ccc(OC)cc2)NC(=S)N1 (stereo not drawn)	4.0%	-3.7%	-1.4	80	0.3%	i	-12.2%	1.2%	-26.6%	1.1
CCC1(CC)C(=O)N(C)C(=O)NC1=NCc1ccccc1	.	21.5%	-0.7	50	-0.2%	i	-16.4%	-3.1%	9.4%	1.1
CC(=O)C1=C(O)C(=O)N(c2ccc(Br)cc2)C1c1ccccc1[N+](=O)[O-] (stereo not drawn)	.	-21.9%	2.7	59	-0.3%	.	1.9%	-0.7%	-26.2%[20 µM]	.
Cc1nnc(C)c2c(C)n(Cc3ccc4c(c3)OCO4)c(C)c12	-1.4%	9.6%	-0.4	83	-0.1%	i	-5.6%	-1.0%	22.9%	1.1
Cc1[nH]nc(Sc2ccccn2)c1[N+](=O)[O-]	0.8%	-3.0%	-0.6	67	0.1%	i	-34.4%	-0.2%	-35.3%	0.8
COc1cc(/C=C/c2[nH]c(=O)[nH]c(=O)c2[N+](=O)[O-])ccc1OCCC(C)C	-0.5%	-20.7%	0.6	41	0.4%	i	4.8%	4.2%	-19.7%	1
O=S(=O)(c1ccc(Br)cc1)c1nc(-c2ccccc2)oc1N1CCOCC1	.	4.0%	1.7	61	-0.1%	.	-5.3%	3.2%	9.2%	.
CC1(C)CC(NC(=O)C2CCC(=O)N(Cc3ccccc3F)C2)CC(C)(C)C1 (stereo not drawn)	.	-12.5%	0.5	57	0.4%	.	-42.8%	-2.6%	-11.0%	.
Cc1ccc(CCC(=O)Nc2ccccc2F)s1	-0.3%	-106.8%	-1.8	75	0.2%	i	-48.6%	-8.0%	-6.4%[20 µM]	1.1
O=C(Nc1cccnc1)c1ccc(Cl)c(S(=O)(=O)N2CCOCC2)c1	.	6.6%	4.2	52	0.2%	.	-31.0%	0.2%	-12.4%	.
COc1cc(S(=O)(=O)n2cnc(C)c2)ccc1Cl	1.8%	5.2%	-0.6	43	-0.1%	i	-22.3%	1.9%	-12.3%	1
